High-throughput results (PubChem)
GLP1R inv ag = acts as inverse agonist at human GLP-1 receptor; Potency, µM (top dose mostly 38.3 µM), for inactives: top-dose activity change, negative = inhibition, hits mostly inhibitors; AID 624417; HEK293 GLP-1R CRE-luciferase, luminescence, 24 h; GLP-1R form is constitutively active; hit rate 1.6% among 410,000; P43220; further: on the % scale 0 is the no-effect control and ±100 the full control effect; nearly all actives have a fitted effect of over 55% in size
Target sequence (P43220 whole entry, looked up): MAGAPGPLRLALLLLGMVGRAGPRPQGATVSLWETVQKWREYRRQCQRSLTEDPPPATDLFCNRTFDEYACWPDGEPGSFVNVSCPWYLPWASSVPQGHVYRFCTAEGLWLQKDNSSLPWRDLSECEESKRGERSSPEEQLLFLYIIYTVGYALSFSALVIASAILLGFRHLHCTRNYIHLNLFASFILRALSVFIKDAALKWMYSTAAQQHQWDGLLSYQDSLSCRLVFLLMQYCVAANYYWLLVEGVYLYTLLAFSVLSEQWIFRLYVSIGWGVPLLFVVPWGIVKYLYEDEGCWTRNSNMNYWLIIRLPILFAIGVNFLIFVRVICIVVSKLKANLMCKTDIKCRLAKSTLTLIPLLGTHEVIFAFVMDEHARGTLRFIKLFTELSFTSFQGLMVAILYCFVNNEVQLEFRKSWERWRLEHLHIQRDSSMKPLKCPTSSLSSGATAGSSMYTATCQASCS
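Seeding at 200 cells/uL, 12 h culture, 24 hr compound treatment, then luciferase reagent and a luminescence read; cells are HEK293 stably expressing a constitutively active GLP-1R plus cAMP-responsive luciferase.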
HEK293 tox = cytotoxicity counter-screen for GLP-1 receptor inverse agonists. HEK293 cAMP-luciferase reporter cells, luminescence, 24 h. Potency, µM (highest dose often 38.3 µM), for the others: at the highest dose activity change, negative = inhibition, usual class: inhibitors. hit rate 0.13% among 410,000. AID 624418;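 further: loss of luciferase light is scored as toxicity; on the % scale 0 is the no-effect control and ±100 the full control effect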
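Step one: seed cells (200 cells/uL, DMEM with 10% Nu serum, 1% pen-strep). Step two: 12-hour incubation at 37 deg C. Step three: pin 23 nL compound, incubate 24 hr. Step four: add luciferase reagent, read luminescence 12 min later.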
HT1080 IDH1KD tx = HT-1080 IDH1 knockdown cell toxicity (counter line). HT-1080 IDH1 knockdown viability, ATP luminescence, 48 h. Potency, µM (series often up to 46.1 µM), for inactives: at the highest dose activity, negative = toxicity, usual class: cytotoxic. hit rate 2% among 360,000. AID 686971;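 further: 0% = DMSO wells and -100% = cell-free medium wells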
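% activity derives from luminescence (CellTiter-Glo), normalised to DMSO and no-cell wells. HT-1080-IDH1KD cells, 750/well, had 48 h compound exposure at 37 °C.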
TDP-43 yeast inh = inhibitors of TDP-43 toxicity in yeast | hit rate 1.8% among 410,000 | Potency, µM (top dose mostly 46.1 µM), for the others: top-dose growth rescue (activation), hits mostly activators | TDP-43 expressing yeast growth rescue, BacTiter-Glo, 24 h; further: % of control where 0% means no effect; nearly all actives have a fitted effect of over 50% in size
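Galactose-induced TDP-43 yeast, OD600=0.02, compound pinned; 24 hr, 30 deg C; BacTiter-Glo luminescence for growth. Inhibitors of TDP-43 toxicity read as activators.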
KB-3-1 cytotox = kills parental KB-3-1 adenocarcinoma cells. KB-3-1 viability, CellTiter-Glo ATP luminescence, 72 h. Potency, µM (top dose mostly 46.1 µM), for inactives: at the highest dose activity change, negative = cytotoxic, usual class: cytotoxic. hit rate 1.4% among 400,000. AID 1347075; further: on the % scale 0 is the no-effect control and ±100 the full control effect; nearly all actives have a fitted effect of over 60% in size
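Viability of parental KB-3-1 cells, measured by CellTiter-Glo luminescence, followed a 72 h incubation at 37 °C with pinned compounds in phenol-red-free DMEM containing 10% FBS.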
GLP1R ag = activates the human GLP-1 receptor | P43220 | HEK293 GLP-1R CRE-luciferase, luminescence, 4-6 h; cells express a hypersensitive GLP-1R form | Potency, µM (top dose mostly 45.6 µM), without a hit: top-dose activation, usual class: activators | hit rate 0.007% among 380,000; further: % of control where 0% means no effect
KB-V1 cytotox = KB-V1 MDR subline cytotoxicity; KB-V1 MDR cells viability, CellTiter-Glo, 72 h; Potency, µM (series often up to 46.1 µM), for the others: at the top dose activity change, negative = cytotoxicity, hits mostly cytotoxic; hit rate 3.4% among 400,000; AID 1347076; further: on the % scale 0 is the no-effect control and ±100 the full control effect; nearly all actives have a fitted effect of over 60% in size
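Drug-selected KB-V1 cells, grown in DMEM lacking phenol red with 10% FBS, receive compound titrations; after three days at 37 degrees C, surviving cell ATP is quantified by CellTiter-Glo luminescence and responses normalized and curve-fitted.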
HT1080NT lethal = kills 2HG-producing HT-1080-NT fibrosarcoma cells | Potency, µM (top dose mostly 46.1 µM), for inactives: at the top dose activity, negative = less viability, actives largely listed as cytotoxic | hit rate 1.6% among 360,000 | AID 686970 | HT-1080-NT fibrosarcoma viability, CellTiter-Glo ATP luminescence, 48 h;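 further: NT is the 2HG producing partner of a matched IDH1 knockdown line; 0% = DMSO-treated cells and -100% = media-only wells without cells; nearly all actives have a fitted effect of over 55% in size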
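Read-out is CellTiter-Glo luminescence after 10 minutes at room temperature, following 48 hours' compound treatment of HT-1080-NT cells (750 cells/well, RPMI, 5% FBS, 37 degrees C).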
SW480 rereplic = DNA re-replication induction in SW480 cells; AID 624297; SW480 DNA re-replication, Hoechst DNA content imaging, 48 h; hit rate 1.8% among 340,000; Potency, µM (titrated, usually from 46.1 µM), without a hit: top-dose re-replication activation, usual class: activators; further: % of control where 0% means no effect; nearly all actives have a fitted effect of over 55% in size
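DNA re-replication was detected as more nuclei of elevated Hoechst intensity after 48 hr exposure to compound (23 nL pinned per well of 250 cells).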
* marks the source's active call; other numbers are inactive results; i = inactive; ? = inconclusive; . = not tested or not shown; [ ] = another dose, or the depositor's remark. The call rests on the fitted dose curve; in most records, active means well fitted curve in the direction sought with a large enough effect; inconclusive means small, poorly fitted or top-dose-only effect, or another doubt; inactive means no such curve, though single readings can be large; an effect the other way counts as inactive or inconclusive. Potency means the concentration at half of the fitted maximal effect.

SMILES	GLP1R inv ag	HEK293 tox	HT1080 IDH1KD tx	TDP-43 yeast inh	KB-3-1 cytotox	GLP1R ag	KB-V1 cytotox	HT1080NT lethal	SW480 rereplic
CCc1c(C)sc2nc3c(C(=O)N4CCOCC4)cc(C(=O)c4cc(F)ccc4O)cn3c(=O)c12	?	-22%	?	.	-3%	1%	13%	-22%	-1%[1.84 µM]
CCCOc1ccc(OCCNC2CCCC2)cc1	-8%	-6%	0%	-28%	-3%	1%	23µM*	-3%	-4%
Cc1cccc(NC(=O)N2CCC(CN3CCOCC3)CC2)c1C	14%	1%	.	-14%	-1%	.	-5%	.	.
CC(C)N1C(=O)c2ccccc2NC(=O)C1C(=O)NC1CC1 (stereo not given)	1%	0%	?	14%	-3%	.	5%	22%	.
CCOC(=O)c1sc2nc(C)nc(NCc3ccc(F)cc3)c2c1C	7.1µM*	-14%	21µM*	8%	0%	13%	-22%	18µM*	?
CCCn1c2ccccc2c2cnn(CC(=O)N3CCN(C4CCCCC4)CC3)c(=O)c21	2%	-14%	14%	11%	10%	4%	14%	7%	-17%
CCSc1ncc(Cl)c(C(=O)Nc2ccc(S(=O)(=O)Nc3onc(C)c3C)cc2)n1	-6%	-3%	-5%	-10%	10%	3%	0%	1%	-6%
C[C@@H]1CN([C@H](C)CO)C(=O)CCCn2cc(nn2)CO[C@H]1CN(C)C(=O)Cc1ccccc1	-3%	-15%	3%	0%	-4%	33%	13%	2%	.
COc1ccccc1NC(=O)CNC(=O)c1ccccc1C	-1%	-13%	2%	-1%	2%	-13%	-6%	0%[9.24 µM]	1%
O=C(NC1CCCc2c1cnn2-c1cc(F)cc(F)c1)c1cc[n+]([O-])cc1 (stereo not given)	23%	1%	13%	-3%	2%	9%	9%	5%	-9%
COC(=O)c1ccc(NC(=S)NCc2ccco2)cc1	20%[7.66 µM]	1%[7.66 µM]	-15%	-3%[9.22 µM]	-16%	8%	-29%	-3%	-3%
CC(=O)c1cccc(Nc2ccc(C#N)cc2)c1	32%	-3%	10%	?	0%	-4%	9%	17%	.
CCOC(=O)N1CCN(C(=O)CNC(=O)c2nn(-c3ccc(OC)c(Cl)c3)c(=O)c3ccccc23)CC1	-27%	-22%	-16%	13%	-2%	9%	-15%	-25%	9%
Cc1cc(C)n2c(Nc3ccc4c(c3)OCCO4)c(C(C)C)nc2n1	25%	-3%	18%	2%	5%	8%	?	15%	.
CCCNC(=O)C1(C)CCCN(C(=O)c2cccnc2Oc2ccccc2)C1 (stereo not given)	3%	-8%	16%	15%	0%	-1%	0%	?	.
CC1=C(C(=O)OC(C)C)C(c2ccc3c(c2)OCO3)NC(=O)N1 (stereo not given)	-18%	-1%	2%	11%	1%	8%	-11%	5%	-1%
CCOc1ccc(NC(=O)c2cnn3c2NC(c2ccccc2)=CC3c2cccc(OC)c2OC)cc1 (stereo not given)	25%	5%	.	27%[9.22 µM]	-11%	.	7%	.	.
CC(C)C(=O)Nc1cccc(S(=O)(=O)NC2=NCCC2)c1	10%	4%	2%	-2%	-4%	0%	?	-2%	.
CCOc1ccccc1-n1nnnc1SCc1nc2ccccc2s1	?	-1%	3%	25%	0%	2%	?	4%	5%
Nc1c(S(=O)(=O)c2ccccc2)c2nc3ccccc3nc2n1Cc1ccco1	0%	1%	-17%	0%	?	-6%	23µM*	-27%	?
O=C(Nc1ccccc1)c1cc(C2COCCN2C(=O)c2ccccn2)on1 (stereo not given)	28%	1%	13%	0%	0%	-3%	3%	-6%	.
O=C1c2ccccc2C(=Cc2cccnc2)c2ccccc21	17%	-2%	2%	27%	-1%	9%	1%	2%	.
O=C(O)CCc1ccc(-c2ccc(F)cc2)n1Cc1ccco1	-6%	5%	3%	?	0%	-11%	14%	-2%	-3%
O=c1c(-c2ccccc2)c(-c2ccccc2)oc2cc(O)cc(O)c12	39%[activator]	-1%	-18%	-39%[inhibitor]	7%	15%	-4%	?	-1%

Brought forward from above: two entries, followed by the next part.
SMILES	GLP1R inv ag	HEK293 tox	HT1080 IDH1KD tx	TDP-43 yeast inh	KB-3-1 cytotox	GLP1R ag	KB-V1 cytotox	HT1080NT lethal	SW480 rereplic
O=C(O)CCc1ccc(-c2ccc(F)cc2)n1Cc1ccco1	-6%	5%	3%	?	0%	-11%	14%	-2%	-3%
O=c1c(-c2ccccc2)c(-c2ccccc2)oc2cc(O)cc(O)c12	39%[activator]	-1%	-18%	-39%[inhibitor]	7%	15%	-4%	?	-1%
CCN(CC(=O)Nc1c(F)cccc1F)C(=O)c1cc2ccccc2oc1=O	37%	-2%	6%	-14%	-2%	13%	-10%	32%	-366%[inhibitor]
CCCCc1nnc(NC(=O)C2CC(=O)N(Cc3ccccc3)C2)s1 (stereo not given)	1%	0%	0%	-1%	16%	0%	-3%	3%	2%
CCNC(=O)CSc1nc2cc([N+](=O)[O-])ccc2n1-c1cccc(C(F)(F)F)c1	-24%	0%	1%	-4%	-5%	5%	-20%	-10%	1%
CN(C)CC(=O)N1CCc2ccccc2C1	0%	-8%	12%	3%	4%	2%	28%	4%	0%
CCOC(=O)c1nn(-c2ccc(F)cc2)c(=O)cc1OCC(=O)N1CCN(c2ccccc2)CC1	-23%	-3%	-14%	-31%[inhibitor]	-15%	29%	?	-6%	-2%
CC(OC(=O)c1ccc(Cl)c(S(N)(=O)=O)c1)C(=O)NCC1CCCCC1 (stereo not given)	-9%	2%	-1%	6%	0%	1%	-9%	5%	2%
O=C1[C@H](Cc2ccccc2)NCC=CC[C@@H](c2ccc(Cl)cc2)N1Cc1ccc(Cl)cc1	?	28%	?	14%	?	-1%	?	?	0%
CN(CCCNC(=O)Cn1cccc1C(=O)c1ccccc1)C1CCCCC1	-10%	-2%	2%	0%	-9%	6%	12%	-24%	i[1.84 µM]
Cc1ccccc1Nc1nc(N)nc(COC(=O)c2c(C)noc2C)n1	38%[activator]	?	-2%	8%	-7%	20%	-5%	1%	13%
COc1ccc(N=Cc2c(O)cc(C)oc2=O)cc1	-8%	5%	?	11%	8%	-1%	2%	?	-3%
FC(F)(F)c1cccc(-c2nc(COc3ccc(Cl)cc3Cl)no2)c1	?	1%	21%	-12%	4%	4%	20%	10%	-10%
CC1(NC(=O)C2CCN(C(=O)Nc3ccccc3)CC2)CCS(=O)(=O)C1 (stereo not given)	9%	0%	-3%	-18%	0%	3%	21%	18%	0%

Quoted from the listing:
TDP-43 yeast inh with CC(OC(=O)c1ccc(Cl)c(S(N)(=O)=O)c1)C(=O)NCC1CCCCC1 (stereo not given) reads 6%
GLP1R ag with CCOC(=O)c1nn(-c2ccc(F)cc2)c(=O)cc1OCC(=O)N1CCN(c2ccccc2)CC1 reads 29%

(further entries)
SMILES	GLP1R inv ag	HEK293 tox	HT1080 IDH1KD tx	TDP-43 yeast inh	KB-3-1 cytotox	GLP1R ag	KB-V1 cytotox	HT1080NT lethal	SW480 rereplic
COc1cccc(CC(NC(C)=O)C(=O)NC2CCN(c3nc(C)cc(C)c3C#N)CC2)c1 (stereo not given)	-9%	1%	-3%	-12%	0%	-5%	-1%	-1%	4%
Cc1cccc(C(C(=O)NC2CCCCC2)N(Cc2cccnc2)C(=O)c2csnn2)c1 (stereo not given)	13%	2%	-2%	-9%	27%	17%	-10%	?	-6%
CC(C)c1nc2ccc(C(=O)NC(C)c3ccccc3)cc2o1 (stereo not given)	9%	6%	.	-6%	-10%	.	-20%	.	.
O=S(=O)(c1ccc2ccccc2c1)N1CCCCCC1	?	13%	1%	?	-2%	5%	-16%	-7%	-1%
Cc1c(C(=O)c2ccc(F)cc2)c2ccccn2c1CCc1ccccn1	10µM*	-12%	-20%	-11%	2%	4%	?	-26%	6%
N#C/C(=C(/O)CSc1nnc(Cc2cccs2)n1C1CCCCC1)c1nc2ccccc2[nH]1	?	14%	-7%	9%	?	-15%	0%	-9%	18µM*
Cc1nc2ccccc2c(=O)n1NC(=O)C1CC1	1%	-4%	13%	-10%	5%	1%	4%	10%	3%
Cc1ccccc1NC(=O)Cc1cccs1	5%	-7%	0%	21%	12%	-4%	-1%	0%	-9%
CCCCOC(=O)Nc1nnc(CC(=O)NCc2ccccc2)s1	-23%	-8%	5.2µM*	-9%	?	-3%	26%	4.1µM*	?
O=C(NC(=O)N1CCN(c2ccc([N+](=O)[O-])cn2)CC1)c1c(Cl)cccc1Cl	2%	27%	5%	-1%	0%	5%	-4%	1%	-3%
C=CCOc1ccc(/C=C(\C#N)C(=O)Nc2ccccn2)cc1OC	10%	7%	15%	?	6%	8%	7%	17%	-7%
Cc1c(C(=O)N2CCCc3ccccc32)oc2ccc(S(=O)(=O)N3CCOCC3)cc12	?	0%	?	-7%	?	8%	-27%	?	?
CCC(C)C(NC(=O)C1CCC(C)CC1)C(=O)NCCc1ccc(S(N)(=O)=O)cc1 (stereo not given)	-9%	2%	-3%	7%	-1%	-1%	-9%	4%	-2%
CC(=O)Nc1ccc(C2=NNC(=Nc3ccc(S(=O)(=O)N4CCOCC4)cc3)SC2)cc1	14%	-6%	?	-4%	?	4%	-1%	-22%	?
Cc1ccc(NC2=NC(c3ccccc3)n3c(nc(C)cc3=O)N2)c(C)c1 (stereo not given)	1%	-11%	-10%	-23%	11%	-10%	-3%	21%	0%
Cc1cc(C)n(Cc2ccc(C(=O)Nc3cccc(Br)c3)o2)n1	?	-22%	3%	?	-8%	?	?	4%	4%
O=C(CCNC(=O)C1CCN(S(=O)(=O)c2ccccc2)CC1)NCc1cccc(C(F)(F)F)c1	-11%	0%	-1%	14%	?	-4%	8%	-7%	-4%
C/C(Cl)=C\Cn1c(O)c(N=NC(N)=S)c2cc(Br)ccc21	8.9µM*	-26%	?	?	?	22%	?	?	?
CCN(CC)CCCNc1nc(C)cc(COC)c1C#N	3%	1%	9%	-3%[9.22 µM]	12%	1%	-21%	1%	-4%
CCOC(=O)c1c(C)[nH]c(C)c1C(=O)CSc1nc2ccccc2n1CCC#N	6%	-8%	-13%	23%	6%	16%	?	-8%	-89%[inhibitor]
